Compound activity (PubChem BioAssay)
TSG101-PTAP inh: blocks PTAP/TSG101 interaction to inhibit HIV-1 budding. Q99816. Fluorescence polarization, FITC-PTAP peptide / Tsg101 binding. Potency, µM (titrated, usually from 115 µM), without a hit: at the top dose activity change, negative = inhibition, hits mostly inhibitors. 340,000 tested, under 10 active. AID 493005; active = well fitted inhibition curve with a large enough effect in the main read-out, with a control signal flat, not every such curve was filed as active; inconclusive = small, poorly fitted or top-dose-only effect, or effect the other way, or a change in a side signal; inactive = no such curve, though single readings can be large or run the other way; also: potency is read from the fitted curve at half-maximal effect; % of control where 0% means no effect
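Tsg101 binding domain (10 uM final) was mixed with compound and a FITC-labeled PTAP peptide (50 nM final) in HEPES pH 7.5 buffer with NaCl, Tween 20, EDTA and TCEP; fluorescence polarization was read after 20 min at r.t.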
FBPA coupling cs: counter-screen for Giardia aldolase inhibitors: coupling enzyme system. 0.67% of 290,000 active. coupling enzyme system counterscreen, AmpLite Red fluorescence. activity change, negative = inhibition, % at 58.2 µM, hits read low; in the data active = activity change below about -30%; also: % is scaled to controls: 0 for no effect and ±100 for the full control effect
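Counterscreen lacking aldolase: glyceraldehyde-3-phosphate coupling-enzyme reagent preincubated 10 min at RT with compound (at 57.5 uM final), then substrate/coupling system with AmpLite Red added; fluorescence read at 525/598 nm after 20 min RT.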
Giardia kill: kills Giardia lamblia | Giardia lamblia trophozoite viability | AID 540267 | 0.15% of 340,000 active | activity change, % at 7.66 µM, hits read low; in the data active = activity change below about -80%; inconclusive = between about -30% and that limit;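 also: parasites exposed to compound for two days anaerobically before the ATP read; % is scaled to controls: 0 for no effect and ±100 for the full control effect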
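Giardia lamblia trophozoites (100 cells/well) were incubated with compounds for 48 h at 37 deg C under anaerobic conditions. Viability was read as ATP content by one-step luminescence after 15-30 min at room temperature.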
Menin MLL FP TR: displaces Texas Red mutant MLL peptide from human menin; O00255; Menin + Texas Red MLL mutant peptide, fluorescence polarization; Potency, µM (series often up to 61.6 µM), for the others: at the top dose FP activity change, negative = inhibition, usual class: inhibitors; 0.23% of 270,000 active; AID 1768; active = well fitted inhibition curve with a large enough effect in the polarisation, with a control signal flat, not every such curve was filed as active; inconclusive = small, poorly fitted or top-dose-only effect, or effect the other way, or a change in a side signal; inactive = no such curve, though single readings can be large or run the other way; the % refers to the polarisation; also: potency is read from the fitted curve at half-maximal effect; % of control where 0% means no effect; many of its hits are not listed in these tables
Target sequence (O00255 whole entry, looked up): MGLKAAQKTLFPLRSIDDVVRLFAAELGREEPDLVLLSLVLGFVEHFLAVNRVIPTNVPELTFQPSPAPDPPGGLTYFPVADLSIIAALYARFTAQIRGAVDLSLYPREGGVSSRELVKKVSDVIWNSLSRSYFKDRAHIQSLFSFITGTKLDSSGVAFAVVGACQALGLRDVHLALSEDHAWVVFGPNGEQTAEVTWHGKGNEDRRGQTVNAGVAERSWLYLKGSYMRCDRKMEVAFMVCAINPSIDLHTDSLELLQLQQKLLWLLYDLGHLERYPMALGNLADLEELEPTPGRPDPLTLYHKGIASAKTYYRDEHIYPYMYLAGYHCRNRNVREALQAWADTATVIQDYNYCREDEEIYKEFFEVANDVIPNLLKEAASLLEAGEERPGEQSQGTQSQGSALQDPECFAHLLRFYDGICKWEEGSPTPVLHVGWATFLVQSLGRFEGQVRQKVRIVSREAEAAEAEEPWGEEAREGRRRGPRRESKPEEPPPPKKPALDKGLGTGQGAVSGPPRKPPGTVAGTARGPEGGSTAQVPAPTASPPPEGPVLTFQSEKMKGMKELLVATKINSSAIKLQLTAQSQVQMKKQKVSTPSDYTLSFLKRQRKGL
GALK inh: blocks human galactokinase activity | Purified GALK, Kinase-Glo residual ATP luminescence | P51570 | Potency, µM (highest dose often 57.5 µM), for inactives: at the top dose activity change, negative = inhibition, hits mostly inhibitors | AID 1868 | 0.007% of 270,000 active; also: potency is read from the fitted curve at half-maximal effect; % is scaled to controls: 0 for no effect and ±100 for the full control effect
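Galactose (100 uM) and ATP (35 uM) were turned over by 5 nM GALK for 1 h at RT. Kinase-Glo Plus then converted the remaining ATP into a luminescent signal.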
B2AR arrestin: recruits beta-arrestin to the human beta2-adrenergic receptor; P07550; beta-arrestin recruitment to beta2AR, cell-based reporter; Potency, µM (top dose mostly 46.1 µM), inactives show top-dose activation, usual class: activators; 0.02% of 330,000 active; AID 492947;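 also: potency is read from the fitted curve at half-maximal effect; 0% = DMSO controls and full agonism = EC100 isoproterenol or metaproterenol; nearly all actives have a fitted effect of over 65% in size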
PKM2 activator: activators of human pyruvate kinase M2; P14618; purified PKM2, Kinase-Glo ATP luminescence, activation; response scale: 0% is enzyme alone, no compound; Potency, µM (doses to about 57.5 µM), inactives show at the highest dose activation, usual class: activators; 0.34% of 260,000 active; AID 1631; also: potency is read from the fitted curve at half-maximal effect; % is scaled to controls: 0 for no effect and ±100 for the full control effect; nearly all actives have a fitted effect of over 55% in size
Target sequence (P14618 whole entry, looked up): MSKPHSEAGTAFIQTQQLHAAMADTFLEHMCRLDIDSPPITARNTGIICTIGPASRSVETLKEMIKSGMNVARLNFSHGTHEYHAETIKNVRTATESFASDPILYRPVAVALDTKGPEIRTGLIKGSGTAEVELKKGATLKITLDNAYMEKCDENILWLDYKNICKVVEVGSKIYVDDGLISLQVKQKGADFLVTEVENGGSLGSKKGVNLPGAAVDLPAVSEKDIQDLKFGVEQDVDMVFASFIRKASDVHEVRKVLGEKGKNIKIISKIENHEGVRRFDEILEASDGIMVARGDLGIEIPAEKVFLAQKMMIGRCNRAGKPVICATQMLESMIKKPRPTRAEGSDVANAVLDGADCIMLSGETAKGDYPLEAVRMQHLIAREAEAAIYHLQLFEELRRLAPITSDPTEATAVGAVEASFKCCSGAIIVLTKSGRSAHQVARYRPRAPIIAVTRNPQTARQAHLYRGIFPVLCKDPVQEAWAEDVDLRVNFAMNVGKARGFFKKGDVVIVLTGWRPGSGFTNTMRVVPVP
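Purified hPK-M2 (>95% pure) converted ADP (0.1 mM final) to ATP with 0.5 mM PEP in 50 mM imidazole pH7.2, KCl, MgCl2, Tween 20, BSA; 1 h at room temperature. ATP detected by Kinase-Glo luminescence.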
a7 integrin act: activates integrin-mediated alleviation for muscular dystrophy | AID 624291 | Potency, µM (highest dose often 38.3 µM), for the others: top-dose activation, hits mostly activators | 0.064% of 350,000 active | alpha7betagal myoblasts, beta-gal FDG fluorescence, 48 h;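 also: potency is read from the fitted curve at half-maximal effect; 100% = response of the positive control SU9516; nearly all actives have a fitted effect of over 60% in size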
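alpha7betagal+/- myoblasts (passage 13, 250/well) treated 48 h at 37C with compounds at 1:260 dilution of DMSO stock. Lysed, then beta-galactosidase activity read as FDG fluorescence (ex 480/em 540) after 30 min, with pre-read for autofluorescence.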
BCR signal inh: blocks chronic active B-cell receptor signaling | 0.05% of 340,000 active | Potency, µM (highest dose often 46.1 µM), for the others: at the highest dose ratio change, negative = lower green/red ratio, usual class: inhibitors | ABC-DLBCL IkBa-CBG/CBR reporter, luminescence ratio, 4 h | AID 493014; active = well fitted inhibition curve with a large enough effect in the signal ratio, with a control signal flat, not every such curve was filed as active; inconclusive = small, poorly fitted or top-dose-only effect, or effect the other way, or a change in a side signal; the % refers to the signal ratio;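 also: potency is read from the fitted curve at half-maximal effect; plate controls were basal doxycycline-induced cells for no effect and cells given 10 µM MG132 for full effect; MG132 reads +100%, hits lower the ratio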
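TMD8 human ABC-DLBCL cells with doxycycline-inducible IκBα–green luciferase fusion and unfused red luciferase, in 0.5% FBS medium; compounds up to 46 uM, 4 h at 37C. Green/red luminescence ratio, filter-overlap corrected, fitted to concentration-response curves.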
Tb PFK block: T. brucei PFK enzyme inhibition. O15648. T. brucei PFK, ADP-Glo luminescence. Potency, µM (doses to about 57.5 µM), inactives show top-dose activity, negative = inhibition, actives largely listed as inhibitors. 0.17% of 330,000 active. AID 485367;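 also: potency is read from the fitted curve at half-maximal effect; 0% = uninhibited 1x PFK enzyme wells and -100% = no-enzyme wells; nearly all actives have a fitted effect of over 60% in size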
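In TEA buffer at pH 8.0 with 5 mM MgCl2, enzyme (1.25 nM) converted F6P (0.5 mM) and ATP (0.1 mM) for 45 min at room temperature. ADP product was read by luciferase luminescence.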
ASM inhibitor: inhibitors of human secretory acid sphingomyelinase | Potency, µM (highest dose often 57.5 µM), for inactives: at the top dose activity change, negative = inhibition, usual class: inhibitors | AID 504937 | 0.006% of 340,000 active | placental ASM, HMU-PC fluorogenic substrate, 60 min; also: potency is read from the fitted curve at half-maximal effect
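Human placenta-derived ASM preincubated with compound 10 min at room temperature, then reacted with 9 uM (final) fluorogenic HMU-PC substrate for 60 min at 37 C. Stop solution raises pH to 10; fluorescence read at Ex 386/Em 447 nm.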
* hit, by the source's call; ? = inconclusive; · = no result given; & = joins results of further samples; [ ] = dose if it differs, or a comment. Unless noted, calls follow the shape of the dose curve; as a rule, active = well fitted curve in the direction sought with a large enough effect; inconclusive = small, poorly fitted or top-dose-only effect, or another doubt; inactive = no such curve, though single readings can be large; an effect the other way counts as inactive or inconclusive. Some of the compounds tested; the hit share may differ from the screen's.

Every second line gives: TSG101-PTAP inh	FBPA coupling cs	Giardia kill	Menin MLL FP TR	GALK inh	B2AR arrestin	PKM2 activator	a7 integrin act	BCR signal inh	Tb PFK block	ASM inhibitor
CCC(C)c1ccccc1NC(=O)COC(=O)c1ccc2[nH]c3c(c2c1)CCCC3 (stereo unspecified)
→ -1.3%	-2.6	-2.6	-1.6%	-2.4%	-0.8%	1.3%	-48.4%[inhibitor]	?	1.5%	-19.6%
CCCCSc1nsc(NC(C)=O)n1
→ -5.9%	0.7	-3.7	4.8%	2.8%	-0.2%	-2.6%	-8.8%	?	-3.3%	-5.3%
Cc1n[nH]c(C)c1CCOc1ccc(C(C)C)cc1
→ -4.2%	1.0	?	-7.2%	1.0%	·	-2.8%	-22.0%	·	·	-8.7%
CC1CN(C(=O)c2ccccc2Oc2ccccc2)CC(C)O1 (stereo unspecified)
→ -7.5%	3.3	-7.6	0.8%	2.8%	0.2%	1.1%	17.8%	2.9%	-2.4%	-2.5%
COc1cc(OC)cc(C(=O)NNC(=O)CCCOc2ccccc2)c1
→ 0.4%	·	20.2	·	·	-0.1%	·	?	2.3%	0.0%	0.1%
S=C(Nc1ccc2c(c1)OCO2)NC1CCN(Cc2ccccc2)CC1
→ -6.5%	0.3	-9.7	0.1%	2.2%	-0.8%	1.8%	-8.6%	?	1.7%	6.4%
CCOC(=O)CCCn1c(C)nc(=O)c(-c2ccccc2)c1C
→ -0.7%	0.3	-9.9	-8.6%	1.1%	-0.2%	0.2%	1.1%	-0.2%	0.2%	2.9%
COc1cccc(CC(=O)NC2CCSc3ccccc32)c1 (stereo unspecified)
→ -0.8%	-3.4	?	2.6%	0.8%	-0.4%	2.2%	33.7%	-3.3%	2.0%	-0.4%
Cc1nn(C)c(Oc2cccc(Cl)c2)c1C(=O)Nc1ccc(F)cc1F
→ -1.4%	-3.6	3.1	-7.2%	-1.1%	-0.3%	-7.1%	2.7%	?	-1.3%	0.5%
O=C(NC12CC3CC(CC(C3)C1)C2)c1ccc(-c2ccccc2Cl)o1
→ -1.2%	-2.9	-16.6	-5.6%	-1.4%	-0.7%	-1.9%	27.0%	?	-5.0%	-6.8%
Cc1onc(-c2ccccc2)c1CNC(=O)Nc1ccc(F)cc1F
→ 0.4%	2.8	-2.6	·	1.2%	-0.3%	3.6%	35.2%	-0.8%	0.0%	-3.5%
CCOC(=O)c1ccc2nc(NC(=O)c3ccco3)sc2c1
→ -0.7%	0.1	?	-2.8%	-0.2%	-1.7%	-3.7%	-20.9%	?	3.2%	78.9%[activator]
C=CCn1c(=O)c(C(=O)Nc2ncccc2O)c(O)c2ccccc21
→ -7.1%	-8.0	-6.7	7.7%	-1.4%	0.3%	2.5%	-26.6%	-0.1%	0.2%	-3.3%
CCOc1ccc(CCNC(=O)c2cc3sccc3n2CC)cc1OCC
→ -2.3%	1.9	-8.0	-0.8%	3.4%	·	0.3%	-14.5%	·	·	-8.0%
CCOc1ccc(S(=O)(=O)NC(Cc2c[nH]c3ccccc23)C(=O)O)cc1 (stereo unspecified)
→ -8.9%	9.4	-10.9	-2.9%	1.2%	-0.1%	·	11.5%	1.9%	-4.8%	-0.2%
CCCCC(=O)NC1(C(F)(F)F)C(=O)N(CC(C)C)C2=C1C(=O)CC(C)(C)C2 (stereo unspecified)
→ -6.1%	4.1	7.6	-7.1%	-0.6%	-3.6%	4.3%	14.3%	8.2%	0.6%	3.5%
Cc1ccc(C(C(=O)NC(C)(C)C)N(Cc2ccco2)C(=O)CCC(=O)Nc2ccccn2)cc1 (stereo unspecified)
→ -6.4%	-0.2	-16.1	·	3.8%	-0.3%	·	14.6%	-4.0%	-1.0%	1.2%
COc1cccc(N=Nc2c(=O)[nH]n3c(C)cc(C)nc23)c1
→ -1.6%	-0.7	-9.3	1.1%	3.3%	0.1%	1.1%	3.2%	-0.4%	2.7%	·
CCn1cc(C(=O)N2CCCc3ccccc32)c2cc(OC)c(OC)cc2c1=O
→ 0.1%	-0.2	-4.9	-20.5%	0.9%	-0.3%	1.2%	-18.5%	9.6%	-0.5%	2.9%
CC(=O)N1[C@H](C)C=C[C@]1(Cc1ccccc1)C(=O)NCCN1CCOCC1
→ -1.3%	1.2	-6.3	63.9%[activator]	·	·	-0.8%	18.2%	·	·	-4.3%
COc1ccc(C(=O)Nc2nnc(C3=COCCO3)o2)cc1
→ 1.4%	·	-10.8	·	-1.4%	3.7%	1.2%	12.9%	?	0.4%	-3.0%
Cc1nc(-c2ccc(C(=O)N3CCOCC3)cc2)cs1
→ -5.4%	-0.6	-4.8	-6.9%	7.6%	0.4%	-16.7%	20.7%	0.2%	-0.5%	-0.6%
CCOC(=O)c1sc(NC(=O)CSc2nc3ccccc3s2)c(C(=O)OCC)c1C
→ ·	-2.1	·	-1.7%	1.1%	-0.2%	-2.7%	·	3.4%	-4.6%	·
O=C(CSCc1c[nH]c(=O)[nH]c1=O)OCC(=O)c1ccc(Br)cc1
→ -8.9%	1.2	-6.2	-29.1%	-1.6%	-0.3%	-0.7%	-9.7%	3.2%	4.2%	-1.2%
Cc1nnc(SC(C)C(=O)Nc2ccc(S(=O)(=O)NC3CCCCC3)cc2)s1 (stereo unspecified)
→ 0.6%	3.6	-11.2	10.9%	0.1%	-0.1%	4.2%	-32.0%	0.0%	-5.0%	3.4%
O=C1C=CC(=O)N1Nc1ccc(Br)cc1
→ 0.6%	6.7	1.2	-5.9%	1.3%	0.4%	-1.4%	5.4%	5.8%	-0.9%	0.1%
Fc1ccc2nc(-c3ccccc3)nc(SCc3nnc(-c4ccccc4)o3)c2c1
→ -6.4%	-0.8	11.9	-0.7%	5.4%	-0.6%	-2.6%	-29.3%	0.8%	0.5%	-5.5%
N#Cc1ccccc1OCC(=O)OCC(=O)N1CCN(C(=O)c2ccco2)CC1
→ 1.7%	-2.2	-19.2	-0.1%	1.2%	0.0%	-4.5%	2.6%	0.8%	-0.9%	0.0%
Cc1ccc(OC(C)C(=O)N2CC(=O)Nc3ccccc32)c(C)c1 (stereo unspecified)
→ -11.0%	2.8	4.3	-0.1%	4.7%	0.0%	·	8.5%	0.5%	1.6%	-1.6%
Cc1cc(C)n(C(=O)CCN2C(=O)c3ccccc3C2=O)n1
→ -1.2%	-3.4	-0.8	-25.7%	0.2%	4.2%	3.4%	-19.0%	0.9%	1.2%	-1.7%
O=C(CCS(=O)(=O)c1ccc(Br)s1)NCc1ccc2c(c1)OCO2
→ -10.0%	0.3	17.5	16.8%	-1.2%	-0.4%	3.1%	-24.1%	-1.0%	4.8%	-1.4%
COc1cc(/C=N/OCC(=O)NC23CC4CC(CC(C4)C2)C3)ccc1OCc1ccccc1
→ -0.1%	-0.9	-21.8	0.1%	0.7%	0.1%	-3.2%	-41.0%	?	8.8%	-8.0%
C=C1CC[C@@H]2[C@](C)(CO)[C@H](O)CC[C@@]2(C)[C@@H]1/C=C/C1=CCOC1=O
→ -7.2%	0.3&5.3	4.1&46.8	-19.4%&6.9%	0.3%	0.5%	·	13.3%	-7.0%	6.0%	-1.5%
COc1ccc(OC)c(/C=C2\SC(N3CCCCC3)=NC2=O)c1
→ -2.0%	3.0	6.1	-26.7%	5.3%	-0.1%	·	-20.2%	-18.2%	-2.1%	53.4%[activator]
O=C(Nc1ccccn1)c1ccc(S(=O)(=O)N2CCCCC2)cc1
→ -0.3%	·	-0.1	·	·	0.0%	·	-5.6%	?	-6.2%	-0.4%
O=C(Nc1c(-c2ccccc2)nc2ccccn12)c1ccccc1F
→ -0.5%	0.0	0.7	-9.0%	4.9%	0.3%	·	?	?	-3.6%	1.3%
COCc1ccc(-c2c(-c3cc(OC)cc(OC)c3)oc(=O)c3cc(OC)c(OC)cc23)cc1
→ 1.9%	·	9.6	·	·	0.3%	·	14.1%	?	0.2%	-2.5%
COc1c(O[C@@H]2O[C@H](CO)[C@@H](O)[C@H](O)[C@H]2O)cc2c(c1OC)-c1ccc(SC)c(=O)cc1C(NC(C)=O)CC2 (stereo partly specified)
→ -0.1%	·	-9.1	·	·	-0.1%	·	·	-4.5%	-4.8%	-2.6%
COc1ccnc(-n2cccc2C#N)c1C#N
→ -5.4%	0.0	0.1	-1.4%	-0.3%	-0.5%	6.7%	-13.6%	?	-1.0%	2.1%
